Shiga inhibitor: Shiga toxin inhibition; Vero cells, Shiga toxin protein synthesis inhibition reporter; inhibition, % at 38.7 µM; actives 9.2% (n = 290,000); AID 2315; in the data active = inhibition mostly above about 28%, no sharp cut-off; inactive = mostly below about 43%; note: 0% is about no effect
Cycloheximide cs: affects cycloheximide protein synthesis inhibition readout, counter-screen; cell reporter, cycloheximide protein synthesis inhibition counterscreen; max response, %; actives 12% (n = 300,000); AID 2314; in the data active = max response mostly above about 13%, no sharp cut-off; inactive = mostly below about 14%; note: read at 38.3 µM for the half of the compounds with a filed dose; 0% is about no effect
Pf growth 48h: P. falciparum growth inhibition at 48 hours (one generation); actives 5.9% (n = 310,000); Potency, µM (top dose mostly 28.7 µM), for the others: at the top dose activity change, negative = inhibition, usual class: inhibitors; P. falciparum luciferase growth in erythrocytes, 48 h; note: potency is the fitted concentration of half-maximal effect; % is set by controls: 0 for no effect and ±100 for the full control effect
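Compounds are pin-transferred into medium, infected erythrocytes (2% hematocrit, 0.1% parasitemia final) are added, and plates sit one parasite generation at 37 C in 5% CO2. Detection reagent is then added and luminescence measured.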
Tb PYK inh: blocks Trypanosoma brucei pyruvate kinase; Q57TT1; TbPYK enzyme, Kinase-Glo Plus ATP luminescence, 45 min; Potency, µM (top dose mostly 76.8 µM), without a hit: at the highest dose activity, negative = inhibition, most hits filed as inhibitors; actives 0.12% (n = 410,000); note: potency is the fitted concentration of half-maximal effect; % is set by controls: 0 for no effect and ±100 for the full control effect; nearly all actives have a fitted effect of over 50% in size
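Screened from lowest to highest concentration, compounds were pinned into TbPYK/substrate mixtures, and ADP (130 uM final) was added. Plates sat at room temperature for 45 min prior to Kinase-Glo Plus detection by luminescence.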
Pf growth 96h: P. falciparum growth inhibition at 96 hours | P. falciparum luciferase reporter growth, 96 h | AID 504834 | Potency, µM (series often up to 28.7 µM), inactives show top-dose activity change, negative = inhibition, hits mostly inhibitors | actives 6.9% (n = 320,000); note: potency is the fitted concentration of half-maximal effect; % is set by controls: 0 for no effect and ±100 for the full control effect
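Parasite growth measured via integrated firefly luciferase reporter in P. falciparum. Infected erythrocytes at 2% hematocrit, 0.05% parasitemia final were treated 96 hours at 37 C under 5% CO2, and luminescence was read.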
LmPK inh: blocks Leishmania mexicana pyruvate kinase activity | Q27686 | purified LmPK, Kinase-Glo ATP luminescence, 1 h | Potency, µM (highest dose often 57.5 µM), for the others: top-dose activity change, negative = inhibition, most hits filed as inhibitors | actives 0.37% (n = 290,000) | AID 1721; note: potency is the fitted concentration of half-maximal effect; % is set by controls: 0 for no effect and ±100 for the full control effect
Target sequence (Q27686 whole entry, looked up): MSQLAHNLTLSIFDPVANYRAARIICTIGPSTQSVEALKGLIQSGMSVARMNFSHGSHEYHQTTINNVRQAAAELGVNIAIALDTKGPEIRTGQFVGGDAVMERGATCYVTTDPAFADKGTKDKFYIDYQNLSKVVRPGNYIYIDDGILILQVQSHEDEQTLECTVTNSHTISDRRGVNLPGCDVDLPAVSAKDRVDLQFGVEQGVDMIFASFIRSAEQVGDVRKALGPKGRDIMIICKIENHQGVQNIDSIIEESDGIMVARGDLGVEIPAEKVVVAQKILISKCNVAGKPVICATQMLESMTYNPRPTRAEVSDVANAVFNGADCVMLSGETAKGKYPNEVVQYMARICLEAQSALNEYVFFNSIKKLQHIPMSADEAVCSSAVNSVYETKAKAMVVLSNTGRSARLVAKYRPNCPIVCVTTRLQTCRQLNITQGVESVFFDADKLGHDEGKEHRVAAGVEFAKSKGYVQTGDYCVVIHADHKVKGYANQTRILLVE
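In 50 mM imidazole pH 7.2 with 7 mM MgCl2, LmPK (0.1 nM) turned over PEP (0.5 mM) and ADP (0.1 mM) for 1 h at room temperature. Luciferase read-out of ATP.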
AmpC no deterg: inhibitors of E. coli AmpC beta-lactamase without detergent; AID 485341; P00811; AmpC nitrocefin hydrolysis, absorbance 480 nm, 0.0001% Triton; Potency, µM (doses to about 57.1 µM), without a hit: top-dose activity change, negative = inhibition, hits mostly inhibitors; actives 0.52% (n = 330,000);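 note: potency is the fitted concentration of half-maximal effect; plate controls were no compound for no effect and no enzyme for full effect; nearly all actives have a fitted effect of over 20% in size; some results filed as inactive show a strong effect at the top dose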
Target sequence (P00811 whole entry, looked up): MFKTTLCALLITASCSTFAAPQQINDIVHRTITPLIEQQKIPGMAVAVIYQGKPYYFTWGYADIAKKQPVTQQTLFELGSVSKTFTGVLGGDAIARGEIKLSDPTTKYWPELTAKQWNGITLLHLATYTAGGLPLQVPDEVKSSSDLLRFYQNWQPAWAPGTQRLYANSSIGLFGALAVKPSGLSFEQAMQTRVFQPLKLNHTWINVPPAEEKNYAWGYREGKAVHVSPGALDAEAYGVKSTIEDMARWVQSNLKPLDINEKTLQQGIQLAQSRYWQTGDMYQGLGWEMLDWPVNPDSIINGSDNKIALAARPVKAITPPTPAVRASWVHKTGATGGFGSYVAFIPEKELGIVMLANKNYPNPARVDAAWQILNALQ
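20 mM phosphate pH 7.0 + 0.01% (detergent screen) or 0.0001% Triton X-100; 5.3 nM AmpC reagent; cpd preinc 15 min RT; nitrocefin (800 uM stock) to start; A480 q20 s × 4 min; Activity was normalised to no-enzyme and no-compound control wells.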
Numbers without * were called inactive; u = inconclusive; x = no result given; + = active, no number; [ ] = remark or other dose. Unless noted, calls come from the whole dose curve; as a rule, active = well fitted curve in the direction sought with a large enough effect; inconclusive = small, poorly fitted or top-dose-only effect, or another doubt; inactive = no such curve, though single readings can be large; an effect the other way counts as inactive or inconclusive.

SMILES | Shiga inhibitor | Cycloheximide cs | Pf growth 48h | Tb PYK inh | Pf growth 96h | LmPK inh | AmpC no deterg
CN(C)C(=O)c1cnc(Sc2ncc(C(F)(F)F)cc2Cl)n1C | 21 | 2 | x | 14% | 10% | -2% | -8%
Cc1nc2ccccc2c(=O)n1-c1ccc(-c2ccccc2)cc1 | -5 | -1 | u | 6% | u | -1% | 0%
O=C(CN1CCOCC1)Nc1cccc(C(=O)Nc2cccc(C(F)(F)F)c2)c1 | 0 | -2 | u | 2% | 0% | 4% | 39%
COc1ccc(N(CC(=O)NC2CCCC2)C(=O)Cn2nnc(-c3ccc(C)o3)n2)cc1 | -4 | -5 | -2% | -1% | 30% | 9% | 7%
CCCOc1ccc(-c2nnn(CC(=O)N3CCCCC3)n2)cc1 | 28 | 13 | -6% | -17% | -15% | 0% | 53%
COc1ccc(C(=O)Nc2scc(-c3ccc(Cl)cc3Cl)c2C(N)=O)cc1 | 153* | 44* | 31%[activator] | 4% | 29% | 5% | -39%
CCCn1c(SCC(=O)N(C)CC(=O)Nc2ccc(Cl)cc2)n[nH]c1=O | x | x | u | -7% | -3% | x | -5%
COc1ccc(NC(=O)CN2CCN(c3c(C)cc(C)cc3C)CC2)cc1 | x | 2 | 80%[activator] | 6% | u | -1% | 13%
COc1ccccc1N1CCN(CC(=O)Nc2ccc(S(=O)(=O)N3CCCCCC3)cc2)CC1 | x | x | u | 5% | u | x | 221%[activator]
O=C1CC2C(=O)NCCN2C(=NC(=O)c2ccccc2)N1 (stereo not drawn) | -6 | -1 | -1% | -6% | x | 3% | 2%
COc1ccc2oc(=O)c(C(=O)N3c4ccccc4CC3C)cc2c1 (stereo not drawn) | -8 | -2 | x | 1% | -7% | 6% | -28%
CC(C)CCOc1ccc(NC(=O)C2OC3OC(C)(C)OC3C3OC(C)(C)OC23)cc1 (stereo not drawn) | 15 | 5 | u | 2% | u | 3% | -17%
COc1ccccc1NC(=O)/C(=N/OCc1ccc(F)cc1)C(C)=O | -14 | 1 | -13% | 2% | -7% | -1% | -17%
Cc1ccc(C(=O)NCCc2c[nH]c3ccccc23)c(C)c1 | 87* | 79* | 108%[activator] | 2% | 235%[activator] | 0% | 8%
O=C(CN(C(=O)CCC(=O)Nc1nccs1)c1ccc(F)cc1)NCc1ccccc1 | -1 | -5 | 1% | -2% | 2% | 0% | -12%
O=C(Cc1ccccc1F)OCC(=O)N1CCc2ccccc21 | 97* | 64* | 87%[activator] | 6% | 11% | -1% | -26%
Cc1ccccc1C(=O)Nc1ccc(N(C)C)c2ccccc12 | x | 3 | u | 3% | -16% | 1% | -8%
CCN(CC)CCCNc1ccc(-c2nnc(-c3ccc(OCC(C)C)cc3)o2)cn1 | -10 | -8 | u | -2% | u | -8% | 35%
COCCCNCC(=O)Nc1sc(C)c(C)c1C(=O)OC | -15 | 0 | x | 23% | u | -3% | 40%
Cc1ccc(SCCCCN2CCNCC2)cc1 | + | 37* | 39%[activator] | 14% | 12% | -2% | -22%
CCCN(C(=O)CN1C(=O)NC2(CCCCCC2)C1=O)C1CCS(=O)(=O)C1 (stereo not drawn) | 17 | 9 | 2% | 6% | 14% | 1% | -9%
Cc1cc(SCNC(=O)c2ccccc2)ncn1 | -9 | 2 | 10% | -14% | x | 11% | -23%
CC(C)c1ccc(-c2noc(C3CCCN(C(=O)c4ccc(F)cc4F)C3)n2)cc1 (stereo not drawn) | 38* | 55* | u | -6% | 51%[activator] | -7% | 99%[activator]
CC(NC(=O)CSc1n[nH]c(N)n1)c1ccccc1 (stereo not drawn) | -5 | -2 | 54%[activator] | 16% | 44% | 0% | -5%
CCOC(=O)c1ccc2c(c1)sc(=NC(=O)c1ccco1)n2CCOC | 14 | 6 | 12% | -5% | 2% | 4% | -24%
CCN=C1Sc2nc3ccc(OCC)cc3cc2CN1CCOC | -15 | -2 | x | -8% | u | 6% | 56%
O=C1C(=O)c2cccc3cccc1c23 | -3 | -1 | 10µM* | -9% | 6.6µM* | 9% | 0%
CCN1C(=O)c2cccc3c(NC(=O)c4ccccc4)ccc1c23 | -5 | -3 | u | 1% | u | 7% | -19%
Oc1[nH]c2ccccc2c1C=NCC1CCCO1 (stereo not drawn) | 1 | 2 | -7% | 6% | 16% | -5% | -15%
Cc1ccc(NC(=O)CC2SC(=O)NC2=O)cc1 (stereo not drawn) | -1 | -1 | -4% | 0% | 1% | 0% | -18%
Cc1ccccc1OC(C)C(=O)N1CCN(c2ccccn2)CC1 (stereo not drawn) | -30 | 2 | 1% | -3% | 101%[activator] | -10% | 20%
O=S(=O)(c1ccccc1)c1ccccc1/C=N\O | 35 | 3 | 0% | -11% | x | 4% | -33%
CN(C)C(=O)CSc1cccc2cccnc12 | 11 | 12* | 12% | -10% | 25% | 7% | -4%
O=C(c1ccc(F)cc1F)N1CCN(c2ccccn2)CC1 | -10 | -4 | 5% | -1% | 20% | -6% | 0%
CCC(CC)C(=O)N=C1SC2CS(=O)(=O)CC2N1CCc1ccc(OC)c(OC)c1 (stereo not drawn) | -8 | -2 | -11% | -3% | -6% | -1% | 98%[activator]
Cc1cccc(S(=O)(=O)C(C#N)c2nc3ccccc3nc2N2CCOCC2)c1 (stereo not drawn) | -17 | -1 | -8% | 2% | u | -1% | -11%
Cc1nn(-c2ccccc2)c(Cl)c1/C=C1\SC(=S)NC1=O | -4 | 11 | u | -3% | x | 1% | -37%
Cc1cccc(NC(=O)c2cccc(NC3=NC4CS(=O)(=O)CC4S3)c2)c1 (stereo not drawn) | 2 | -1 | 13% | -1% | 40%[activator] | -3% | -20%
CN(C)C(=O)CSC1c2ccccc2C(=O)N1c1ccccc1 (stereo not drawn) | -8 | -1 | 26% | -1% | 3% | 2% | 0%
C[C@@H](CSc1ccc(Br)cc1)CN1CC[C@H](C(C)(C)C)CCC1=O | x | x | 0% | 2% | u | x | -19%
C=CCn1c(SC(C)C(=O)NC2CC2)nnc1-c1ccoc1C (stereo not drawn) | x | x | u | -4% | -5% | x | -33%
CC(C)COC(=O)C(C)Nc1n[nH]c(=S)[nH]c1=O (stereo not drawn) | -4 | -2 | -7% | -15% | 12% | 2% | -7%
CCOC(=O)C1(CCc2ccccc2)CCN(C(=O)CN2CCOC2=O)CC1 | 46 | 21* | 26% | -11% | 1.7µM* | 5% | 63%[activator]
COc1cc(C2c3c(oc4ccccc4c3=O)C(=O)N2CCN2CCOCC2)cc(OC)c1OC (stereo not drawn) | -5 | -2 | 11% | 6% | x | -1% | -21%
CCc1nnc(NC(=O)CSc2nnc(CNc3ccc(Cl)cc3)o2)s1 | -10 | 1 | 13% | 1% | u | -1% | -6%
COC(=O)N/N=C\c1c(C)[nH]n(-c2ccccc2)c1=O | 18 | 7 | 49%[activator] | 2% | u | -1% | -2%
O=C(O)c1ccc(N2C(=O)CC(SC(=NCc3ccc4c(c3)OCO4)Nc3ccccc3)C2=O)cc1 (stereo not drawn) | -1 | -4 | u | -1% | u | 3% | -38%
CCCN1CCN(C(=O)c2cc3c(s2)-c2ccccc2OC3)CC1 | 32* | 26* | 49%[activator] | -2% | 24% | -9% | 119%[activator]
O=C(Nc1cccc(Cl)c1)Nc1ccc(Br)cc1F | 67* | 19* | u | 3% | u | 1% | -36%
CCOCCCN(C(=O)c1snc(C(N)=O)c1N)C(C(=O)NCCC(C)C)c1ccc(F)cc1 (stereo not drawn) | -4 | -2 | u | -1% | u | 3% | 43%

The results go on.
Results follow in this order: Shiga inhibitor	Cycloheximide cs	Pf growth 48h	Tb PYK inh	Pf growth 96h	LmPK inh	AmpC no deterg
Cc1ccnc(NS(=O)(=O)c2ccc(NC(=O)C3CCCCC3)cc2)n1
→ 24	-4	7%	2%	u	8%	2%
CCn1c(=N)n(CC(O)COc2ccc(C)cc2)c2ccccc21 (stereo not drawn)
→ -11	9	3.7µM*	1%	13µM*	1%	-1%
Cc1ccc(NC(=O)Cn2nc(C(=O)O)c3ccccc3c2=O)cc1S(=O)(=O)N1CCOCC1
→ x	x	4%	0%	39%[activator]	x	-33%
CCN(CC)CCNC(=O)c1cc2c(=O)n(CC)c3ccccc3c2s1
→ 8	-4	u	0%	u	-4%	-8%
COc1ccc(N2CCN(C(=O)c3cccc(NS(=O)(=O)c4cccc(F)c4)c3)CC2)cc1
→ 4	-2	-7%	-2%	u	-4%	-17%
Cc1c(Cl)cnc(NC(=O)COC(=O)C(NC(=O)c2ccco2)C(C)C)c1Cl (stereo not drawn)
→ 11	-1	5%	-10%	u	0%	-45%

In the list so far, 7 contain a Cl atom.
Results follow in this order: Shiga inhibitor	Cycloheximide cs	Pf growth 48h	Tb PYK inh	Pf growth 96h	LmPK inh	AmpC no deterg
CN(C)C(=O)c1cnc(Sc2ncc(C(F)(F)F)cc2Cl)n1C
→ 21	2	x	14%	10%	-2%	-8%
COc1ccc(C(=O)Nc2scc(-c3ccc(Cl)cc3Cl)c2C(N)=O)cc1
→ 153*	44*	31%[activator]	4%	29%	5%	-39%
CCCn1c(SCC(=O)N(C)CC(=O)Nc2ccc(Cl)cc2)n[nH]c1=O
→ x	x	u	-7%	-3%	x	-5%
Cc1nn(-c2ccccc2)c(Cl)c1/C=C1\SC(=S)NC1=O
→ -4	11	u	-3%	x	1%	-37%
CCc1nnc(NC(=O)CSc2nnc(CNc3ccc(Cl)cc3)o2)s1
→ -10	1	13%	1%	u	-1%	-6%
O=C(Nc1cccc(Cl)c1)Nc1ccc(Br)cc1F
→ 67*	19*	u	3%	u	1%	-36%
Cc1c(Cl)cnc(NC(=O)COC(=O)C(NC(=O)c2ccco2)C(C)C)c1Cl (stereo not drawn)
→ 11	-1	5%	-10%	u	0%	-45%

Source: PubChem BioAssay (National Center for Advancing Translational Sciences (NCATS))

Outcome played no part in choosing rows, and some 22% of all compounds hit somewhere here.
